TRPC4 inh: blocks the mouse TRPC4 cation channel; Q9QUQ5; HEK293 TRPC4beta/mu-opioid, DAMGO-evoked Fluo4 calcium flux; hits give low values; B-score at 10 µM; hit rate 0.39% among 300,000; AID 2247;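 active = B-score over 3 SD under the library average, no early fluorescence shift, positive overall ratio signal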
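System: stable TRPC4beta/mu-opioid receptor HEK293 cells; Dosing: single-point compound dosing; Measured by: Fluo4 Ca2+ flux fluorescence; Read-out basis: per-well B score of integrated baseline-normalized Fluo4 ratio.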
KCNK9 inh: human KCNK9 channel inhibition; Q9NPC2; HEK293 KCNK9, FluxOR thallium flux fluorescence; hits give low values; B-score at 10 µM; hit rate 1.2% among 310,000; AID 488922;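 active = ratio B-score over 3 SD below the library mean, with starting fluorescence within 5 SD of its mean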;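 also: negative B-score means less thallium flux so channel inhibition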
KCNK3 inh: human KCNK3 channel inhibition, primary screen | O14649 | CHO-KCNK3 thallium flux, FluxOR fluorescence; hits give low values | B-score at 10 µM | hit rate 0.84% among 340,000;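 active = B-score under library mean minus 4 SD, starting fluorescence ratio at most library mean plus 5 SD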;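 also: more negative B-score means stronger inhibition of thallium flux through KCNK3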
TRPC4 agonist: activators of mouse TRPC4 channel. Q9QUQ5. HEK293 TRPC4beta/mu-opioid, Fluo4 calcium fluorescence; hits give high values. B-score at 10 µM. hit rate 0.49% among 310,000;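 active = B-score above 5 SD of library B-scores, and initial fluorescence ratio not above library mean plus 5 SD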;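 also: positive B-score marks a calcium rise read as TRPC4 activation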
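System: HEK293 cells stably co-expressing mouse TRPC4beta and mu-opioid receptor; Schedule: Fluo4 dye loading 45 min at room temperature, 110 s recording; Detection: Fluo4 fluorescence, kinetic; Evaluation: B-scored integrated calcium fluorescence ratio; Controls: buffer (low) and maximal DAMGO (high).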
KCNQ1 pot: potentiators or activators of human KCNQ1 potassium channel | CHO-K1 KCNQ1, thallium flux FluxOR fluorescence; hits give high values | B-score at 10 µM | hit rate 0.35% among 310,000;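 active = fluorescence ratio B-score, a plate-corrected score, at least three library SD, with initial intensity B-score within 5 SD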
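Doses: Single concentration per compound, DMSO matched to controls | Test system: KCNQ1-transfected CHO-K1 cells | Timing: 90 min dye loading and 20 min compound exposure, both at room temperature | Measured by: Kinetic FluxOR thallium fluorescence, 10-s 1-Hz baseline, 110-s post-stimulus read | Medium: Assay buffer with matched DMSO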
hERG rescue: hERG (human) protection from proarrhythmic block. CHO-hERG, FluxOR thallium flux, dofetilide IC70 present. hit rate 0.51% among 310,000. activation (rescue from dofetilide block), less the hit threshold, % at 10 µM;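 active = activation above the mean of controls blocked by dofetilide plus 5 SD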;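 also: thallium influx through hERG after potassium depolarization seen as dye fluorescence rise; in these data hits start at about 4.7%; inactives centre near -7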
Target sequence (Q12809 whole entry, looked up): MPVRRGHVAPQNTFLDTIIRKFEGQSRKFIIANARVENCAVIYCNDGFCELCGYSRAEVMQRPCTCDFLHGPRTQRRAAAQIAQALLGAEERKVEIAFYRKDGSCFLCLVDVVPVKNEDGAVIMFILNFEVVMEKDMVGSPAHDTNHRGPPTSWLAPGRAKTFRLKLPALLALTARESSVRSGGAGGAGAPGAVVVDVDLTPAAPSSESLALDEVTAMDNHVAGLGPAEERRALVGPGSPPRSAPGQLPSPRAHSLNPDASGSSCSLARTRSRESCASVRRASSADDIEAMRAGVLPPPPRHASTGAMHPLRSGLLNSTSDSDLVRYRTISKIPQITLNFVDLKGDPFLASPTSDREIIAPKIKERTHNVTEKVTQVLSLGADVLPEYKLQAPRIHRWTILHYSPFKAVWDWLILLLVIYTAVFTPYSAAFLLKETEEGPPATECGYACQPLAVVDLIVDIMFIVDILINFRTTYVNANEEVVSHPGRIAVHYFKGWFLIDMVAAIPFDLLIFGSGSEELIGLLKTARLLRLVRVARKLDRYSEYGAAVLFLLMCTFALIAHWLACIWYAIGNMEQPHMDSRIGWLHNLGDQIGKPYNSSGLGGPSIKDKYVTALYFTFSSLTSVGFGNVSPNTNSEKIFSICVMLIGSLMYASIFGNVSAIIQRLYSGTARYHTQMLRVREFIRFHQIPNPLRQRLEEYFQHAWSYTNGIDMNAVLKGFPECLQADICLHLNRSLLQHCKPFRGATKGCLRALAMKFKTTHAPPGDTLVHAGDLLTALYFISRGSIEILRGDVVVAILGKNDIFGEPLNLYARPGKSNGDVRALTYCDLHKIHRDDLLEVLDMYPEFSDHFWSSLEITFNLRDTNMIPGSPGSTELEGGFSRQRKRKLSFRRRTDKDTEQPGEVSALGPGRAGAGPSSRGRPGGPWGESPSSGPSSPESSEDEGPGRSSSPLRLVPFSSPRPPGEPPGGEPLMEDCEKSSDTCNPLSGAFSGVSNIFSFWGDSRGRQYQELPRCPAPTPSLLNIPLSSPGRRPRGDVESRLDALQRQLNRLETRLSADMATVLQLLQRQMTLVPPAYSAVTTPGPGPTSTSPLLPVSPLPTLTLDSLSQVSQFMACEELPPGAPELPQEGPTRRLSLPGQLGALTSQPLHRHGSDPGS
Dyrk1A ADPGlo: blocks rat Dyrk1A kinase activity | ADP-Glo luminescence, NFATc1 peptide | hit rate 0.43% among 310,000 | inhibition, % at 12.5 µM; in the data active = inhibition above about 50%;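 also: plate controls were vehicle with enzyme for no effect and no enzyme for full effect; many of its hits are not listed in these tables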
KCNQ1 block: inhibitors of human KCNQ1 potassium channel; P51787; CHO-K1 KCNQ1, FluxOR thallium flux fluorescence; hits give high values; AID 2642; hit rate 1.3% among 310,000; B-score at 10 µM;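 active = compounds whose thallium flux B-score, printed positive for inhibition, exceeds three library SD while starting fluorescence stays within three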;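 also: channel opened by potassium depolarization with thallium stimulus after 20 min compound exposure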
TRPC4 PAM: allosterically enhances the mouse TRPC4 cation channel; Q9QUQ5; HEK293 TRPC4beta/mu-opioid, DAMGO EC20, Fluo-4 Ca2+ flux; hits give high values; B-score at 10 µM; hit rate 0.42% among 310,000;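 active = B-score of calcium response area above 5 SD of library B-scores, with initial fluorescence ratio within 5 SD of library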;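 also: B-score of integrated fluorescence ratio over time as area under calcium response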
PolyA inhibitor: yeast polyadenylation inhibition. hit rate 0.02% among 300,000. AID 1875. S. cerevisiae SKY197-pL101 polyadenylation reporter, beta-gal luminescence; efflux-impaired pdr1/pdr3 knockout yeast; score 100 = 6 SD above DMSO. calls only at 12 µM;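 active = lowest replicate activity score at least 50, where 100 means six control SD above control mean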;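 also: yeast exposed to compound for 9 h at 30 °C; higher score means more reporter readthrough which indicates perturbed polyadenylation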
Platelet DG rel: modulates dense granule release in human platelets; human platelet-rich plasma, SFLLRN dense granule ATP release, luminescence; inhibition, %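 (compounds screened at 7.5 µM in platelet-rich plasma)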; hit rate 0.22% among 300,000; AID 1663;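 active = mean replicate score, as percent of positive control, at or above 50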
An asterisk follows results filed as active; i = inactive; . = not tested or not shown. Some of the compounds tested, so the mix of outcomes need not match the whole.

Compound | TRPC4 agonist | TRPC4 inh | KCNK3 inh | Dyrk1A ADPGlo | KCNK9 inh | Platelet DG rel | KCNQ1 pot | KCNQ1 block | hERG rescue | TRPC4 PAM | PolyA inhibitor
Cc1ccc(C2=NS(=O)(=O)N(C)C(C(=O)Nc3cc(C)n(CC(=O)N4CCCCC4)n3)=C2)cc1 | i | i | i | 3 | i | 13 | i | i | -1 | i | i
CN(C)c1ccc(/C=C2\C(=N)N3C(=NC2=O)Sc2cc(S(C)(=O)=O)ccc23)cc1 | i | i | . | . | i | 0 | i | i | -4 | i | i
COc1ccc(N2C(=O)CC(S/C(N)=N/N=C/c3ccnc4ccccc34)C2=O)cc1 (stereo unspecified) | i | i | . | . | i | -1 | i | i | -13 | i | i
O=C(O)C(Cc1c[nH]c2ccccc12)N1CCS(=O)(=O)CC1 (stereo unspecified) | i | i | i | -1 | i | -2 | i | i | -6 | i | i
O=C(Cn1ncc2c3ccccc3n(Cc3ccccc3F)c2c1=O)NCC1CCCO1 (stereo unspecified) | i | i | i | -4 | i | 0 | i | i | 1 | i | i
CN(CC(=O)Nc1cccc(F)c1)C(=O)c1ccc(N2CCCCC2)c([N+](=O)[O-])c1 | i | i | i | 12 | i | 6 | i | i | -14 | i | i
COC(=O)c1ccc(NC(=O)COc2coc(CN3CCc4ccccc43)cc2=O)cc1 | i | i | i | -6 | i | . | i | i | -13 | i | i
Cc1ccc(C2=NNC(=O)C(c3c[nH]c4ccccc34)C2)cc1 (stereo unspecified) | i | i | i | 0 | i | 3 | i | i | -16 | i | i
CCCCCC1CC(CC(=O)Nc2nncs2)C(=O)O1 (stereo unspecified) | i | i | i | -5 | i | 2 | i | i | -2 | i | i
Cc1ccc(NC(=O)COc2ccccc2)cc1Cl | i | i | i | . | i | 2 | i | i | -10 | i | i
Cc1ccc(-c2nc(COC(=O)c3c(C)noc3C)cs2)cc1 | i | i | i | 0 | i | -2 | i | i | -11 | i | i
CCCn1c(SCC(=O)Nc2cccc(S(=O)(=O)N3CCCC3)c2)n[nH]c1=O | i | i | i | 1 | i | -4 | i | i | -5 | i | i
S=c1[nH]nc(C2CCCCC2)n1/N=C/c1ccc(Br)s1 | i | i | i | 28 | i | 5 | i | i | -14 | i | i
Nc1nnc(SCC(=O)NC2CCCCC2)n1-c1ccccc1 | i | i | i | 1 | i | 6 | i | i | -17 | i | i
CC1CCCC(NC(=O)COC(=O)c2sc3ccccc3c2Cl)C1C (stereo unspecified) | i | i | i | -4 | i | 12 | i | i | -13 | i | i
COc1ccc(N2CCN(C(CNC(=O)C(=O)NCCC3=CCCCC3)c3ccco3)CC2)cc1 (stereo unspecified) | i | i | i | 10 | i | -48 | i | i | -6 | i | i
C=CCn1c(SCC(=O)N(CCC)C2CCS(=O)(=O)C2)nnc1-c1ccccc1OC (stereo unspecified) | i | i | i | . | i | -2 | i | i | -13 | i | i
Cn1c(SCC(=O)NC2CCCC2)nnc1-c1ccco1 | i | i | i | -7 | i | -8 | i | i | -6 | i | i
CCCCCCSc1cc(-c2nc3cc(C)ccn3c2NC2CCCCC2)ccc1OC | i | i | i | 0 | i | -6 | i | i | -4 | i | i
CCN(CC)C(=O)CSc1nc(N)c(-c2ccccc2)c(=O)[nH]1 | i | i | i | -17 | i | 2 | i | i | -11 | i | i
O=[N+]([O-])c1ccccc1Oc1ccc(Cl)c2cccnc12 | i | i | i | . | i | -7 | i | i | -10 | i | i
COc1cccc(OCC(O)CN2CCC(C)CC2)c1 (stereo unspecified) | i | i | i | 7 | i | -2 | i | i | -14 | i | i
COC(=O)c1[nH]c2ccc(C)cc2c1NC(=O)CCN1CCN(Cc2ccc3c(c2)OCO3)CC1 | i | i | i | 3 | i | 4 | i | i | -10 | i | i
O=S(=O)(Nc1ncccn1)c1ccc(NC(=S)NCc2ccco2)cc1 | i | i | i | 4 | i | -1 | i | i | -9 | i | i
COc1ccc(CC(=O)NC(C)C2COc3ccccc3O2)cc1OC (stereo unspecified) | i | i | i | 5 | i | 3 | i | i | -3 | i | i
Cc1cc(OCc2nc3ccccc3s2)ccc1N | i | i | i | 2 | i | 1 | i | i | -4 | i | i
CN(C)C(=O)c1cn(CCC#N)nc1-c1ccc2ccccc2c1 | i | i | i | -5 | i | -3 | i | i | -4 | i | i
CN(C)c1cccc(Oc2nc3c(c(=O)n(C)c(=O)n3C)n2C)c1 | i | i | i | 3 | i | 4 | i | i | -4 | i | i
COc1cccc(N2CC(C(=O)Nc3ccc(F)cc3)CC2=O)c1 (stereo unspecified) | i | i | i | . | i | -1 | i | i | -9 | i | i
Cc1ccc2nc(SCC(=O)Nc3cccc(S(=O)(=O)NC4=NCCCCC4)c3)[nH]c2c1 | i | i | i | -8 | i | 7 | i | i | -7 | i | i
COc1ccc(-c2cc(C(=O)O)[nH]n2)cc1OC | i | i | i | -4 | i | 2 | i | i | 0 | i | i
Cn1nc(-c2ccccc2F)c2cc(C(=O)Nc3ccc4c(c3)OCCO4)sc21 | i | i | i | 0 | -12* | 6 | i | i | -13 | i | i
Cc1ccc(CNC(=O)CCc2cn(C)c3ccccc23)cc1 | i | i | i | . | i | 1 | i | i | -1 | i | i
COc1ccc(S(=O)(=O)N2CCN(CC(=O)Nc3cc(OC)cc(OC)c3)CC2)cc1 | i | i | i | 6 | i | -5 | i | i | 0 | i | i
COc1ccc(C(=O)C2CCCN(C(=O)C3=CCCC3)C2)cc1OC (stereo unspecified) | i | i | i | -7 | i | -6 | i | i | -4 | i | i
CCc1oc2ccccc2c1C(=O)c1cc(Br)c(O)c(Br)c1 | i | i | i | 7 | i | -2 | i | 9* | -28 | i | i
CCN1CCN(c2cc(C)c3cc(NC(=O)c4cccc(OC)c4)ccc3n2)CC1 | i | i | i | -10 | i | 2 | i | i | -16 | i | i
CC1=C(C(=O)Nc2ccccc2C(=O)NC2CCC(C)CC2)SCCO1 (stereo unspecified) | i | i | i | -2 | i | -5 | i | i | -3 | i | i
O=[N+]([O-])c1ccc(OCCCCN2CCCCC2)cc1 | i | i | i | -2 | i | -2 | i | i | -12 | i | i
Cc1cccc(Nc2nnc(SCC(=O)Nc3cccc(S(=O)(=O)N4CCCCC4)c3)s2)c1 | i | i | i | 2 | i | -7 | i | i | -11 | i | i
OC1=C(O)c2nc3cc(C(F)(F)F)ccc3nc21 | i | i | i | 5 | i | 0 | i | i | -8 | i | i
O=C(c1cccc(C(F)(F)F)c1)C1CCCN(Cc2cccn2-c2ccccn2)C1 (stereo unspecified) | i | -5* | i | -2 | i | 5 | i | 8* | -19 | i | i
O=C(NCc1cccs1)c1ccc(CS(=O)Cc2ccccc2Cl)o1 (stereo unspecified) | i | i | i | 3 | i | -5 | i | i | -9 | i | i
COc1ccc(OC)c(NC(=O)CSc2nnc(Cc3cccn3C)n2-c2ccc(F)cc2)c1 | i | i | i | -7 | i | 21 | i | i | -9 | i | i
O=C(CSCc1ccccc1)NCc1ccc2c(c1)OCO2 | i | i | i | 9 | i | 1 | i | i | -5 | i | i

Single entries from the list:
CCN1CCN(c2cc(C)c3cc(NC(=O)c4cccc(OC)c4)ccc3n2)CC1 – hERG rescue: -16
O=C(NCc1cccs1)c1ccc(CS(=O)Cc2ccccc2Cl)o1 (stereo unspecified) – Dyrk1A ADPGlo: 3

Further compounds follow:
Compound | TRPC4 agonist | TRPC4 inh | KCNK3 inh | Dyrk1A ADPGlo | KCNK9 inh | Platelet DG rel | KCNQ1 pot | KCNQ1 block | hERG rescue | TRPC4 PAM | PolyA inhibitor
COC(=O)c1c(-c2ccccc2)c[nH]c1C | i | i | i | 1 | i | 12 | i | i | -11 | i | i
CCOc1cc(C2NC(=O)N(C)C(C)=C2[N+](=O)[O-])ccc1OC(C)=O (stereo unspecified) | i | i | i | -3 | i | 0 | i | i | -8 | i | i
CN(C)S(=O)(=O)c1ccc(NC(=O)c2ccc3ncsc3c2)cc1 | i | i | . | . | i | -2 | i | i | -7 | i | i
Cc1cc(C)n2nc(C(=O)OCCOc3cccc(Br)c3)nc2n1 | i | i | i | 0 | i | 3 | i | i | -1 | i | i
CCCC1=C/C(=C/c2ccc(-c3ccccc3OC)o2)C(=O)O1 | i | i | i | -6 | i | 1 | i | i | -5 | i | i
C=CCNC(=O)c1c(N)n(-c2cccc(S(N)(=O)=O)c2)c2nc3ccccc3nc12 | i | i | i | 4 | i | . | i | i | -5 | i | .
Cn1c(CN2CCCC2)nc2cc(NC(=O)c3ccc(Cl)cc3)ccc21 | i | i | i | 3 | i | 0 | i | i | -10 | i | i
COc1cccc(/C=N/Nc2ncc(C)c(=O)[nH]2)c1OC | i | i | i | -3 | i | -18 | i | i | -7 | i | i
O=C(Nc1ccc(F)cc1F)c1c(C(F)(F)F)ccnc1Oc1ccccc1 | i | i | i | . | i | -6 | i | i | -7 | i | i
CN1C(=S)SC(C)(C)C1N(O)C(=O)Nc1ccc(Cl)cc1 (stereo unspecified) | i | i | i | 9 | i | -1 | i | i | -7 | i | i
CCCn1c(CCC(=O)O)ccc1-c1ccccc1 | i | i | i | -3 | i | -11 | i | i | 0 | i | i
CCCCNS(=O)(=O)c1ccc(OC)c(C)c1 | i | i | i | 1 | i | 12 | i | i | -5 | i | i
O=C(NCCCc1ccccc1)c1cccs1 | i | i | i | 7 | i | 1 | i | i | -9 | i | i
O=C(NCc1cccs1)NC1CCCCC1 | i | i | i | -3 | i | -2 | i | i | 0 | i | i
CCOCCCNC(=O)Cn1ncc2c(=O)oc3ccccc3c21 | i | i | i | 0 | i | -2 | i | i | -10 | i | i
N#Cc1ncc(Cc2ccccc2)nc1C#N | i | i | i | 1 | i | 14 | i | i | -11 | i | i
CC(C)CCNC(=O)COC(=O)c1cc(Br)c(Br)s1 | i | i | i | 3 | i | 1 | i | i | -14 | i | i
Cc1cccc(C)c1NC(=O)C1C2C=CC(C2)C1C(=O)NCc1ccccn1 (stereo unspecified) | i | i | i | -1 | i | -7 | i | i | -3 | i | i
Cc1cc(C)cc(N(CCC#N)C(=O)COC(=O)C2CCN(c3ccc(C(F)(F)F)cn3)CC2)c1 | i | i | i | 3 | i | -3 | i | i | -4 | i | i
O=C(c1cccn(Cc2cccc(Cl)c2)c1=O)N1CCOCC1 | i | i | i | -6 | i | -2 | i | i | -6 | i | i
CN(C)C(=S)NC1CCS(=O)(=O)C1 (stereo unspecified) | i | i | i | -5 | i | -2 | i | i | -10 | i | i
O=c1c2cn(Cc3ccc(F)cc3)c3ccccc3c-2nn1Cc1ccc(F)cc1 | i | i | i | -3 | i | 1 | i | i | -10 | i | i
